Scp-1 inhibitor – blocks human Scp-1 phosphatase activity. Q9GZU7. Recombinant Scp1, phosphopeptide, malachite green phosphate absorbance. inhibition, % at 20 µM. hit rate 0.88% among 340,000. AID 493091;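 active = inhibition above about 50% at 20 µM, limit read from the data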;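 also: plate controls were DMSO wells with enzyme for no effect and wells lacking enzyme for full effect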
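System: SCP-1 catalytic domain; Reagent: Phospho 17-mer peptide substrate; Doses: one concentration, 20 µM, with 1.0% DMSO; Incubation: 45 min room-temperature reaction, 5 min colour, 30 min stabiliser; Signal: Phosphate-binding colour reagent, absorbance read at 630 nm.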
STEP inh – inhibitors of human striatal-enriched phosphatase STEP; recombinant STEP, OMFP fluorogenic substrate, fluorescence; inhibition, % at 20 µM; hit rate 0.25% among 360,000; AID 588621;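 active = inhibition at 20 µM, scaled per plate between control wells, above about 37%, limit read from the data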;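 also: 0% = DMSO with enzyme and substrate and 100% = substrate only without enzyme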
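Also added – OMFP at 25 µM · Test system – STEP tyrosine phosphatase · Technique – FITC-channel fluorescence of OMFP product · Schedule – 20 min at room temperature, dark · Evaluation – control-normalized % inhibition with plate pattern correction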
LMPTP inh – LMPTP (human) inhibition. P24666. recombinant LMPTP-A, OMFP fluorogenic substrate, fluorescence intensity. inhibition, % at 20 µM. hit rate 0.22% among 360,000;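 active = compounds that cut the enzyme signal by at least half of the control window in the single-dose screen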;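 also: plate controls were DMSO wells with enzyme plus substrate for no effect and substrate without enzyme for full effect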
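Test system: LMPTP-A phosphatase enzyme; input: 0.625 nM LMPTP-A final; reagent: OMFP substrate, 400 µM final; compound dosing: 20 µM single dose, 3% DMSO; incubation: 50 min dark incubation at room temperature; measured by: endpoint fluorescence intensity from OMFP dephosphorylation; measure: % inhibition relative to no-enzyme and uninhibited control wells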
DNMT1 inh – DNMT1 (human) enzyme inhibition | P26358 | DNMT1 molecular beacon, Hinp1I cleavage, fluorescence | inhibition (reported as % activation of signal), % at 10 µM | hit rate 0.83% among 360,000; in the data active = inhibition above about 50%
Neddylation inh – cullin neddylation inhibition; calls only at 25 µM; TR-FRET cullin neddylation, biochemical; hit rate 0.58% among 360,000; in the data active = inhibition above about 36%
Rin1-Abl PPI inh – blocks binding of human Rin1 to Abl; AID 588664; hit rate 0.4% among 360,000; inhibition, % at 7.35 µM; TR-FRET Rin1/Abl binding, biochemical; in the data active = inhibition above about 5%, passing the limit was not always enough
SUMO1 PPI mod – SUMO1-SIM interaction modulation; P63165; SUMO1 binding to a labelled peptide, TR-FRET, 1 h; inhibition, % at 20 µM; hit rate 0.33% among 360,000; in the data active = inhibition above about 37%
NadD block – NadD (S. aureus) enzyme inhibition; purified NadD enzyme, colorimetric absorbance read-out; inhibition, % at 20 µM; hit rate 0.78% among 360,000; AID 602399; in the data active = inhibition above about 26%; also: some compounds past the cut are filed as inactive
Rpn11 inh – blocks the human proteasome subunit Rpn11; human 26S proteasome, Ub4-pepOG fluorescence polarization; 20S core pre-blocked with epoxomicin; O00487; hit rate 0.59% among 360,000; AID 588493; calls only at 20 µM;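 active = inhibition at 20 µM, scaled to each plate's controls, above about 33%, limit read from the data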
CSN inh – inhibitors of human CSN-mediated cullin deneddylation. Q92905. Purified CSN, SCF-Nedd8-OG deneddylation, fluorescence polarization. inhibition, % at 12.5 µM. hit rate 0.38% among 360,000. AID 651999;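 active = pattern-corrected inhibition above about 35%, with an unprinted fluorescence ratio check between 0.5 and 1.5, limit read from the data, passing the limit was not always enough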;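 also: 0% = enzyme with substrate and 100% = substrate without enzyme; some results filed as inactive read as strong as hits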
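Assay system: Purified human Csn5 enzyme expressed in HEK293T cells | Amount: Enzyme 0.24 nM | Measured by: Fluorescence polarization readout | Medium: Tris/NaCl/DTT buffer, pH 7.5 | Compound dosing: One concentration, 12.5 µM, 0.25% DMSO | Times: 90 min incubation of compound, enzyme and substrate at room temperature | Control set: no-enzyme wells high, enzyme-with-substrate wells low | Read-out: % inhibition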
An asterisk follows results filed as active; i = inactive; / = no result given.

SMILES | Scp-1 inhibitor | STEP inh | LMPTP inh | DNMT1 inh | Neddylation inh | Rin1-Abl PPI inh | SUMO1 PPI mod | NadD block | Rpn11 inh | CSN inh
CNC(=S)N1CCN(c2cccc(OC)c2)CC1 | -9 | 1 | 0.0 | 1 | i | -2 | 2 | -1 | i | -1
COc1ccc(C(O)c2nc(-c3ccc(F)c(Cl)c3)cs2)cc1 (stereo not drawn) | / | -2 | 1.4 | 2 | i | -6 | 1 | -3 | i | 4
COc1ccc(Cc2nc3c4c(ncn3n2)Oc2c(ccc3ccccc23)C4c2ccc(OC)c(OC)c2)cc1 (stereo not drawn) | -15 | 1 | 1.7 | -4 | i | 0 | 16 | 2 | i | -1
Cc1ccc(/C=C/C(=O)O)cc1S(=O)(=O)N(C)CCO | 0 | 2 | -0.6 | 11 | i | -2 | 2 | 5 | i | 6
C(#Cc1ccccc1)Cn1nnc2ccccc21 | -3 | -3 | 1.7 | 2 | i | -2 | -1 | 0 | i | -3
CC(NC(=O)Cc1ccc(S(=O)(=O)N2CCOCC2)s1)c1ccc(Cl)c(Cl)c1 (stereo not drawn) | -6 | -2 | 2.1 | -8 | i | 4 | 3 | -13 | i | 2
CC(NC(=O)c1ccc(C#N)cc1)C1CC2CCC1C2 (stereo not drawn) | 1 | 1 | -0.8 | 5 | i | 1 | 5 | 3 | i | 5
N#CCC(=O)Nc1ccc(C(=O)OCC(=O)Nc2ccccc2Sc2ccccc2)cc1 | -10 | -2 | 2.5 | -18 | i | 0 | 2 | -5 | i | 1
CCN(CC)C(=O)C1=C(C)N(CCCN2CCCC2=O)C(=O)C(CC(=O)NCCCCc2ccccc2)C1 (stereo not drawn) | / | 3 | -0.2 | -1 | i | -2 | 1 | 2 | i | 5
O=C1NC(=O)C(Cc2ccc(O)cc2)N1 (stereo not drawn) | -4 | -4 | 0.6 | -1 | i | -2 | -1 | 3 | i | 0
Cn1c(N)c(C(=O)COC(=O)c2ccc([N+](=O)[O-])o2)c(=O)n(C)c1=O | 7 | -2 | -0.8 | -6 | i | -2 | -33 | -1 | i | 1
COc1ccccc1CNC(=O)COC(=O)C1CCN(S(=O)(=O)c2c(Cl)cccc2Cl)CC1 | -3 | 0 | 0.7 | -4 | i | -1 | -4 | -9 | i | 0
CCOC(=O)C1=C(O)C(=O)NC(c2ccccc2)=C(OC2CCCCC2)C1 | -13 | 1 | -0.4 | 4 | i | -3 | -1 | 10 | i | 5
COc1ccc(-c2cc(C(=O)Nc3c(C)nn(Cc4ccccc4Cl)c3C)no2)cc1OC | -4 | 11 | 1.1 | -7 | i | 1 | 0 | -9 | i | 1
Cc1csc(C(=O)O)c1-n1cccc1 | 39 | 4 | -0.3 | 45 | i | -2 | 1 | 3 | i | 8
CCC(C)(C)c1ccc(Oc2ccc(N)cc2)cc1 | 5 | 1 | 3.0 | 5 | i | -5 | 2 | -3 | i | 2
COc1ccc(O)c(-c2cc(C(F)(F)C(F)F)nc(-c3ccccc3)n2)c1 | -4 | -1 | 1.0 | -2 | i | -3 | -5 | -8 | i | 1
Cc1cc(OCC(=O)Nc2cc(S(=O)(=O)N3CCOCC3)ccc2N2CCCC2)ccc1C(C)C | -7 | 2 | 5.7 | -8 | i | 3 | 0 | -1 | i | 3
CSc1cccc(NC(=S)Nc2ccc(F)cc2)c1 | -20 | -2 | 0.1 | 7 | i | 1 | 2 | 1 | i | 4
COc1cccc(-n2cnc3sc(C)cc3c2=O)c1 | 1 | -5 | -1.3 | -4 | i | 4 | 0 | -6 | i | -2
COc1ccc(-c2c[n+]3c(n2-c2c(C)n(C)n(-c4ccccc4)c2=O)CCCCC3)cc1 | 1 | -3 | -0.4 | -1 | i | 1 | 0 | -2 | i | 4
Cc1onc(-c2ccccc2Cl)c1C(=O)Nc1ccccc1C(N)=O | -6 | -4 | -0.4 | -2 | i | 4 | 2 | 1 | i | -4
Cc1ccc(-c2nn(-c3ccccc3)cc2C(=O)N2CCOCC2)cc1C | -5 | -1 | 0.7 | -3 | i | 5 | 1 | -2 | i | -15
O=C(c1ccc(Cl)cc1)N1CCN(C(=O)c2ccco2)CC1 | -11 | -1 | -0.5 | -3 | i | 0 | 12 | 0 | i | 4
COc1cc(CCCN2C(=S)NC[C@@H]2c2ccccc2)cc(OC)c1OC | 2 | 0 | -0.6 | 1 | i | 0 | 3 | -5 | i | -4
NC(=O)C1CCCN(C(=S)Nc2cccc3ccccc23)C1 (stereo not drawn) | -2 | 2 | -0.2 | 0 | i | -3 | -5 | 0 | i | -2
C=C1CCN(C(Cc2ccccc2)C(=O)OC)S(=O)(=O)c2ccc(F)cc21 (stereo not drawn) | -4 | 1 | 0.0 | 2 | i | 0 | 0 | -4 | i | -3
COc1ccc2cc(CN(CC3CCCO3)S(=O)(=O)c3ccccc3Cl)c(=O)[nH]c2c1 (stereo not drawn) | -12 | 4 | -0.6 | -1 | i | -2 | 5 | -5 | i | 0
O=C(COc1ccc(/C=N/NC(=O)c2ccc(O)cc2)cc1)Nc1cccc([N+](=O)[O-])c1 | 96* | 74* | 59* | 18 | i | 1 | 6 | 28* | i | 59*
CCOC(=O)N/N=C/c1ccc(N(CC)CC)cc1O | -9 | -2 | -1.2 | 0 | i | -3 | -11 | -2 | i | 2
COc1cccc(C(=O)OCC(=O)NCC2CCCO2)c1 (stereo not drawn) | -2 | 2 | -2.4 | 4 | i | 0 | -5 | -2 | i | -1
Cc1cccc(Cn2c(SCCO)nc3c2c(=O)n(C)c(=O)n3C)c1 | -4 | 2 | -1.5 | 2 | i | -3 | 1 | 4 | i | 4
Cc1ccc(S(=O)(=O)N2CCN(C(=O)c3ccccn3)CC2)c(C)c1 | 5 | 0 | -0.3 | 0 | i | 4 | -1 | 9 | i | -9
COc1ccccc1-c1noc2ncnc(Nc3ccccc3C)c12 | -3 | 0 | 0.2 | 3 | i | 2 | 8 | -2 | i | -7
O=C(c1ccc(O)cc1)c1ccc(O)cc1O | -12 | -5 | -1.4 | -1 | i | 0 | 0 | -3 | i | -3
COc1ccccc1NC(=O)c1ccc(Cl)c(S(=O)(=O)N2CCCCC2)c1 | -15 | 0 | 1.9 | -1 | i | 1 | -2 | -12 | i | -2
CCN(CC1CCCN(CCc2cccc(OC)c2)C1)C(=O)c1ccoc1 (stereo not drawn) | -2 | -1 | 0.7 | -1 | i | -6 | 3 | -4 | i | 3
CCN1CCN(S(=O)(=O)c2c[nH]c(C(=O)OC)c2)CC1 | -1 | 0 | -1.0 | 2 | i | 0 | 4 | -3 | i | 2
Nc1cc(=O)[nH]c(SCC(=O)Nc2cc(S(=O)(=O)N3CCCCCC3)ccc2Cl)n1 | 5 | 0 | 0.3 | 0 | i | -1 | 5 | 10 | i | 2
COc1ccc(/C=C/C(=O)NC(=S)N2CCN(C)CC2)cc1 | 7 | 4 | 1.1 | 7 | i | -2 | -1 | 2 | i | -12
COC(=O)c1ccc2nc(-c3cccc(Br)c3)c(Cc3ccccc3)n2c1 | / | / | 6.4 | / | i | / | -3 | 9 | / | 5
CCOC(=O)c1cn2nc(Oc3ccccc3)ccc2n1 | -4 | 9 | -0.3 | 3 | i | -6 | 4 | -2 | i | -1
Nc1nonc1C(=O)N/N=C/c1ccncc1 | -6 | 0 | -1.9 | -1 | i | -2 | 1 | 1 | i | -1
CSCCC(NC(N)=O)C(=O)Nc1ccc2ccccc2c1 (stereo not drawn) | 3 | 1 | 0.2 | 17 | i | 3 | -4 | -9 | i | 7
CCSc1ccccc1C(=O)Nc1cccnc1 | -7 | -2 | 0.3 | 5 | i | -1 | -2 | 0 | i | 2
CCCCn1c(=O)n(C)c(=O)c2c3c(sc21)COC(C)(C)C3 | -7 | -1 | -0.7 | -1 | i | 0 | 0 | -4 | i | 5
Cc1ccc(NC2=C(Cl)C(=O)OC2OC(=O)c2ccco2)cc1C (stereo not drawn) | -2 | -1 | 0.2 | 3 | i | -4 | -3 | -3 | i | -2
COc1ccccc1NS(=O)(=O)c1cccc(NC(=O)c2nn(C)c(=O)c3ccccc23)c1 | -14 | 1 | 1.9 | -8 | i | 0 | 4 | -10 | i | 0
O=C(O)CSc1c2c(nc3cc(C(=O)Nc4ccc(F)c(Cl)c4)ccc13)CCCC2 | 52* | 0 | 1.7 | -4 | i | -4 | -10 | 14 | i | -1
C=CC[n+]1c(-c2ccc(Cl)cc2Cl)csc1Nc1c(C)n(C)n(-c2ccccc2)c1=O | 3 | 2 | -1.5 | 41 | i | 2 | -2 | 2 | i | 2

Remaining list, next part.
SMILES | Scp-1 inhibitor | STEP inh | LMPTP inh | DNMT1 inh | Neddylation inh | Rin1-Abl PPI inh | SUMO1 PPI mod | NadD block | Rpn11 inh | CSN inh
CN1c2ccccc2C(=O)/C(=C\Nc2ccc(F)cc2)S1(=O)=O | -10 | 2 | 0.7 | -3 | i | -1 | -7 | -4 | i | -2
O=C(NCc1ccc2c(c1)CCO2)Nc1cccc(C(F)(F)F)c1 | 17 | -4 | 1.8 | 10 | i | -3 | 5 | -5 | i | 5
CCCCn1c(SCC(=O)NC2CC(C)(C)NC(C)(C)C2)nc2cc(S(N)(=O)=O)ccc21 | -2 | -1 | -1.7 | 0 | i | -4 | -6 | -10 | i | -5
O=CNc1cc(-c2cccc(F)c2)cn2c(-c3ccc(F)cc3)cnc12 | / | 0 | 3.7 | -15 | i | -2 | -9 | 10 | i | -1
O=C1c2ccccc2C(=O)N1CCc1csc(-c2ccc(F)cc2)n1 | 0 | -4 | -0.2 | 3 | i | 2 | -11 | -2 | i | 2
Cn1nccc1C(=O)Nc1ccn(C23CC4CC(CC(C4)C2)C3)n1 | -10 | -4 | -0.9 | -6 | i | -1 | 8 | 9 | i | -3
c1ccc(C(c2nnnn2Cc2ccco2)N2CCN(C3CCCC3)CC2)cc1 (stereo not drawn) | -2 | -2 | -2.4 | 2 | i | 3 | 2 | -2 | i | 6

Among those listed so far, four have two or more sulfur atoms:
SMILES | Scp-1 inhibitor | STEP inh | LMPTP inh | DNMT1 inh | Neddylation inh | Rin1-Abl PPI inh | SUMO1 PPI mod | NadD block | Rpn11 inh | CSN inh
CC(NC(=O)Cc1ccc(S(=O)(=O)N2CCOCC2)s1)c1ccc(Cl)c(Cl)c1 (stereo not drawn) | -6 | -2 | 2.1 | -8 | i | 4 | 3 | -13 | i | 2
CSc1cccc(NC(=S)Nc2ccc(F)cc2)c1 | -20 | -2 | 0.1 | 7 | i | 1 | 2 | 1 | i | 4
Nc1cc(=O)[nH]c(SCC(=O)Nc2cc(S(=O)(=O)N3CCCCCC3)ccc2Cl)n1 | 5 | 0 | 0.3 | 0 | i | -1 | 5 | 10 | i | 2
CCCCn1c(SCC(=O)NC2CC(C)(C)NC(C)(C)C2)nc2cc(S(N)(=O)=O)ccc21 | -2 | -1 | -1.7 | 0 | i | -4 | -6 | -10 | i | -5
